FID counter: compounds displacing fluorescent DNA intercalator, primary screen, artefact control for HCV NS3 helicase inhibitor project, biochemical, FID fluorescence. DNA fluorescent intercalator displacement. inhibition, % at 7.9 µM. 290,000 tested, 0.17% active. AID 1845, 2009; in the data active = inhibition above about 37%;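 note: 0% = vehicle and 100% = reference compound; higher means more ethidium bromide displaced from hairpin DNA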
PHOSPHO1 block: PubChem AID 1565. Phosphoethanolamine/phosphocholine phosphatase (Homo sapiens), Q8TCT1. recombinant PHOSPHO1, absorbance phosphatase assay. inhibition, % at 13.3 µM. 290,000 tested, 1.1% active; in the data active = inhibition above about 60%
NALP1 inh: NALP1 inflammasome inhibitors in reconstituted yeast, colorimetric, S. cerevisiae, triplicate retest; S. cerevisiae NALP1/ASC/caspase-1 growth, X-gal OD620, 72 h; inhibition, % at 10 µM; 280,000 tested, 0.61% active; AID 2071, 2009; in the data active = inhibition mostly above about 24%, no sharp cut-off; inactive = mostly below about 32%; note: some compounds called inactive have numbers as strong as hits
MEKK2mut PB1 HTS: MEK5 binding signal on mutant MEKK2 PB1, primary screen, biochemical, multiplex bead flow cytometry, Alexa488-MEK5; 290,000 tested, 0.35% active; Alexa488-MEK5 binding to MEKK2 mutant; percent response, % at 10 µM; in the data active = percent response above about 24%, passing the limit was not always enough; note: inactives centre near 1; some results filed as inactive read as strong as hits; reference of the scale not given here
GPR7 antag: GPR7 receptor antagonists, primary screen, cell-based, fluorescence, single concentration. GPR7-expressing cells, fluorescence antagonist assay. AID 1861, 2009. Neuropeptides B/W receptor type 1 (Homo sapiens), P48145. 290,000 tested, 1.1% active. inhibition, % at 4.4 µM; in the data active = inhibition above about 16%, passing the limit was not always enough;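 note: cells stimulated with the agonist NPW; 0% = agonist with vehicle and 100% = vehicle without agonist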
Target sequence (P48145 whole entry, looked up): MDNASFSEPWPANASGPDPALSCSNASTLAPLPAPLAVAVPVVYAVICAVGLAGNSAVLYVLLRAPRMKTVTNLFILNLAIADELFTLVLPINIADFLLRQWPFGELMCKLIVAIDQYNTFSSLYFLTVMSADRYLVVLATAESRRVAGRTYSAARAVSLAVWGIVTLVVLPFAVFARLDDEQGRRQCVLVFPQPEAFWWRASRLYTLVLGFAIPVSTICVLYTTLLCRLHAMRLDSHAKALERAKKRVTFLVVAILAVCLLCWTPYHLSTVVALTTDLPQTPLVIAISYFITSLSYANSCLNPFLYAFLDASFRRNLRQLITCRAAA
MEKK3 PB1 HTS: modulators of MEKK3-MEK5 PB1 binding, primary screen, biochemical, wildtype MEKK3, multiplex bead flow cytometry, Alexa488-MEK5 | bead-based flow cytometry, Alexa488-MEK5 binding to MEKK3; actives lie on both sides; 0 = blocked by unlabeled MEK5, 100 = vehicle | AID 1529, 2009 | binding response (% of control), % at 10 µM | Mitogen-activated protein kinase kinase kinase 3 (Homo sapiens), Q99759 | 290,000 tested, 1.4% active;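 active = binding response more than 3 SD above or below the average of its plate-row segment, actives on both sides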;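 note: Alexa488 bead fluorescence after subtracting the streptavidin-only scavenger bead signal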
Target sequence (Q99759 whole entry, looked up): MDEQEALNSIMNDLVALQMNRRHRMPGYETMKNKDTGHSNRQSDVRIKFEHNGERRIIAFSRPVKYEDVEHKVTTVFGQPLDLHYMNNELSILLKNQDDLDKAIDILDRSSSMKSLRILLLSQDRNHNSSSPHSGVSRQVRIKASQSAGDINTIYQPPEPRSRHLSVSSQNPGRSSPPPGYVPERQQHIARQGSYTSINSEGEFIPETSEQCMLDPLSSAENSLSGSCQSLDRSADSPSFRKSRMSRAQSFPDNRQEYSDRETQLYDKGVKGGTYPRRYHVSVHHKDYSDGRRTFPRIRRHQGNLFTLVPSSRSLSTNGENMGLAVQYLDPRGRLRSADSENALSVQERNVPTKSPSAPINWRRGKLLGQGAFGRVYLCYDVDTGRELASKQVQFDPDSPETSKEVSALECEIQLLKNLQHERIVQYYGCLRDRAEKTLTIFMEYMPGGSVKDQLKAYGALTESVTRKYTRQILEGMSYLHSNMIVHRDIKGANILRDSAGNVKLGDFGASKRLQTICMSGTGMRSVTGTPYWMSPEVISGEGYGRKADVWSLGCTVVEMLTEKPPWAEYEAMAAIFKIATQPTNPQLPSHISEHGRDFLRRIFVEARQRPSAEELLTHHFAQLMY
PfM18AAP inh: PfM18AAP inhibitors, malaria aminopeptidase, primary screen, biochemical, QFRET, recombinant enzyme; M18 aspartyl aminopeptidase (Plasmodium falciparum 3D7); H-Glu-NHMec fluorogenic cleavage; inhibition, % at 7.35 µM; 290,000 tested, 1.2% active;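 active = inhibition above the campaign mean inhibition over all tested compounds plus 3 SD, cut at about 28% in these data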;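 note: 0% = plate median of test compound wells and 100% = 2 mM ZnCl2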
MEKK2 WT-MEK5: modulators of MEK5 binding to wildtype MEKK2, primary screen, biochemical, multiplex bead flow cytometry, Alexa488-MEK5; Mitogen-activated protein kinase kinase kinase 2 (Homo sapiens), Q9Y2U5; Alexa488-MEK5 binding to MEKK2 WT; actives lie on both sides; binding response (% of control), % at 10 µM; 290,000 tested, 1.1% active; in the data active = binding response below about 67% or above about 130%
OXTR ag: human OXTR agonists, primary screen, fluorescence, CHO-OTR cells, Fluo-8 calcium. Oxytocin receptor (Homo sapiens), P30559. Fluo-8 calcium fluorescence; normalized: DMSO 0%, oxytocin 100%. activation, % at 3 µM. 320,000 tested, 0.32% active;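 active = activation above the mean of all tested compounds plus 3 SD, cutoff set per screening run, cut at about 20% in these data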;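 note: peak over basal fluorescence ratio from a 100 s FLIPR kinetic read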
* hit, by the source's call; . = no result given; & = joins results of further samples; [ ] = another dose, or the depositor's remark.

SMILES | FID counter | PHOSPHO1 block | NALP1 inh | MEKK2mut PB1 HTS | GPR7 antag | MEKK3 PB1 HTS | PfM18AAP inh | MEKK2 WT-MEK5 | OXTR ag
C=CCN(c1cccc(C(F)(F)F)c1)S(=O)(=O)c1cccc(C(=O)OCC(=O)Nc2ccccc2)c1 | -7 | -8 | 33 | 4 | -14 | 104 | -3 | 125 | 1.0
OC(CNCc1ccccc1F)COc1cccc2ccccc12 (stereo not given) | 14 | 36 | 20 | 6 | 21 | 101 | 4 | 115 | 9.1
O=S(=O)(NCc1csc(-c2cccnc2)n1)c1cccs1 | 0 | 33 | . | 13 | 3 | 107 | -7 | 109 | 0.2
COc1ccc(Cn2nnnc2C(c2cc3cccc(C)c3[nH]c2=O)N2CCOCC2)cc1 (stereo not given) | -19 | 51 | 9 | 4 | -9 | 105 | 4 | 107 | -1.2
O=c1[nH]c2ccc(Br)cc2c(-c2ccccc2)c1CN1CCOCC1 | -10 | 26 | -4 | 7 | -7 | 105 | 7 | 106 | 1.1
Cc1ccc2c([N+](=O)[O-])c(C)ccc2n1 | 2 | 65* | 2 | 1 | -8 | 101 | -1 | 96 | -1.5
CC1=C(C(=O)OC(C)C)C(c2ccccc2)NC(=S)N1C (stereo not given) | -11 | 13 | 14 | -1 | -8 | 99 | 2 | 103 | -3.0
CCc1nnc(NC(=O)C2c3ccccc3Oc3ccccc32)s1 | -17 | -10 | 11 | -1 | -8 | 105 | 0 | 94 | 7.9
CCn1nnnc1SCC(=O)c1ccc(C)cc1C | -7 | 25 | 24 | 2 | -12 | 99 | 1 | 101 | -1.4
CC1CCCCN1CCNC(=O)Cn1nc(-c2ccccc2)ccc1=O (stereo not given) | -2 | 46 | 7 | 6 | 7 | 101 | -8 | 108 | 0.2
Cc1nc(C(=O)NC2CCCCC2)sc1C1(C)CC(c2cccc([N+](=O)[O-])c2)=NO1 (stereo not given) | . | 30 | . | 4 | . | 96 | . | 95 | 3.1
Cc1c(Cl)cccc1NC(=O)COC(=O)CCc1nc2ccccc2n1-c1ccccc1 | -7 | 1 | 30 | 20 | -11 | 105 | 1 | 124 | -1.8
O=C(COC(=O)COc1ccccc1)Nc1cccc([N+](=O)[O-])c1 | 3 | 32 | 16 | -1 | -11 | 125 | -2 | 109 | 2.3
COc1cc(OC)c(NC(=O)Cc2cccs2)cc1Cl | -4 | 22 | 13 | 2 | -5 | 107 | -14 | 105 | -0.6
COc1ccc(N2C(=O)c3cccc4cc(Br)cc(c34)C2=O)cc1 | 0 | 35 | 15 | -18 | -14 | 73*[inhibitor] | 4 | 91 | 0.6
O=C(COC(=O)c1ccc(F)cc1F)NCCNC(=O)COC(=O)c1ccc(F)cc1F | -4 | 18 | 9 | 9 | -5 | 105 | -2 | 111 | -0.2
C=CCOc1c2ccc(C(=O)NCCc3ccc(C)cc3)cc2nn1C | -17 | 46 | -10 | 14 | -13 | 126* | -3 | 123 | -1.2
Cc1cc2ncn(C3CC(=O)N(Cc4ccccc4)C3=O)c2cc1C (stereo not given) | -10 | 6 | 4 | -4 | -7 | 97 | -1 | 88 | 15
COc1ccccc1N1C(=NC(=O)CCc2ccccc2)SC2CS(=O)(=O)CC21 (stereo not given) | -36 | 45 | 13 | 0 | -5 | 101 | -8 | 97 | 1.4
COc1ccc(/C=N/NC(=O)c2ccncc2)cc1Cn1nc([N+](=O)[O-])c(Br)c1C | -10 | 57 | -7 | -5 | -7 | 95 | 0 | 93 | -1.0
COc1ccccc1Oc1ccc(NC(=O)c2ccc(Cl)cc2)cc1 | -5 | 27 | -10 | 4 | -15 | 103 | -4 | 104 | 3.3
COc1ccc(NC(=O)c2ccc(-c3ccccc3)cc2)cc1NS(=O)(=O)c1ccc(F)cc1 | -8 | -21 | 19 | -1 | -12 | 96 | 3 | 100 | 0.1
O=C(CCn1c(=O)oc2ccccc21)N1CCN(c2ccc(F)cc2)CC1 | -21 | -7 | . | 6 | 6 | 98 | -17 | 102 | -0.2
Cc1ccc(C(=O)NCCSCc2ccc(Cl)cc2Cl)cc1[N+](=O)[O-] | -5 | -9 | 21 | -1 | -16 | 113 | -7 | 99 | -1.2
Cc1ccc(-c2n[nH]c(=S)n2/N=C\c2ccco2)cc1 | -3 | 24 | 18 | 0 | -3 | 84 | -3 | 84 | -1.8
CN1CCN(C(=O)CN2C(=O)COc3ccc(S(=O)(=O)N4CCOCC4)cc32)CC1 | -1 | 34 | 10 | 1 | -6 | 98 | 4 | 96 | -1.0
Cc1cc([N+](=O)[O-])ccc1NC(=O)Nc1ccccc1F | 19 | 21 | 16 | 1 | -11 | 98 | -7 | 104 | 1.1
CC1CCCN(C(=O)C2CCN(S(=O)(=O)c3cccc4cccnc34)CC2)C1 (stereo not given) | -28 | 37 | 8 | 6 | -13 | 111 | 4 | 117 | 0.8
COc1ccc(Nc2ncc(F)c(N3CCOCC3)n2)cc1 | -3 | -37 | 5 | -14 | -9 | 75 | -1 | 78 | 0.5
CCC(C)NC(=O)CCc1nc2ccccc2n1-c1ccccc1 (stereo not given) | -16 | -9 | 14 | 20 | 2 | 102 | 1 | 113 | -2.2
CC(=O)Nc1ccc(SCC(=O)c2cc(C)n(C)c2C)cc1 | -5 | -2 | -4 | 6 | -8 | 104 | 6 | 100 | 0.7
CCCNC(=O)NC(=O)COC(=O)c1cccc(NS(=O)(=O)c2ccc(F)c(F)c2)c1 | -21 | 11 | 7 | -2 | -11 | 101 | -8 | 96 | -0.5
COCCn1c(N)c(N(Cc2ccccc2)C(=O)c2ccc3ccccc3c2)c(=O)[nH]c1=O | -10 | -3 | -12 | 5 | 0 | 108 | 0 | 101 | -0.7
COc1cccc(CN(C)CC2CCCN(CCc3ccccc3C)C2)c1 (stereo not given) | 14 | 14 | 24 | 14 | 12 | 107 | 1 | 137 | 0.3
Cc1ccc(C)c(NC(=S)N2CCN(CCO)CC2)c1 | -2 | 8 | 28 | 0 | -4 | 104 | -3 | 102 | 0.3
Cc1ccc(NC(=O)N2CCCC2C(=O)NCc2ccc(Cl)cc2)cc1 (stereo not given) | -10 | 45 | 1 | 14 | -20 | 107 | 1 | 114 | -2.4
CN1CCN(NC(=O)c2cc(S(=O)(=O)Nc3ccc(Cl)cc3)ccc2Cl)CC1 | 9 | 28 | 1 | -4 | -13 | 92 | -2 | 97 | -0.3
CCN1CCN(C(c2cc3cccc(C)c3[nH]c2=O)c2nnnn2Cc2ccccc2)CC1 (stereo not given) | 1 | 28 | 13 | -5 | 1 | 92 | 1 | 92 | -0.7
O=C(CC(Cc1ccccc1)C(=O)O)Nc1cccc(C(F)(F)F)c1 (stereo not given) | -19 | 23 | 8 | 4 | -5 | 105 | 1 | 99 | 0.1
CCOc1ccc(C(=O)N2CCCCCC2)cc1 | -5 | 17 | 9 | 6 | 0 | 103 | -5 | 100 | 6.6
O=C(Nc1ccc(-c2nc3ccccc3o2)cc1)c1ccc(N2C(=O)C3C4C=CC(C4)C3C2=O)cc1 (stereo not given) | -13 | 13 | 33 | 13 | -2 | 116 | 5 | 111 | 13
O=C(CN(C(=O)c1csnn1)c1ccc(Cl)cc1)NCc1ccc2c(c1)OCO2 | -21 | 17 | -14 | 0 | 2 | 98 | 10 | 94 | 2.6
C[C@H](NC(=O)C1(c2ccccc2)CCN(C(=O)[C@H]2CSCN2C(=O)OC(C)(C)C)CC1)C(=O)O | -34 | 22 | 1 | 6&-33 | -9 | 114&101 | -6 | 107&79 | 0.9
CC1Cc2ccccc2N1C(=O)COC(=O)c1ccc(Br)o1 (stereo not given) | -9 | -34 | -12 | -2 | -4 | 102 | 4 | 104 | -1.6
CC1(C)C(=O)NCCN1C(=O)c1ccc2nc(Cc3ccccc3F)oc2c1 | -21 | 43 | 3 | 5 | 4 | 99 | -3 | 105 | 3.9

Reprinted at random: 4 records from the list.
SMILES | FID counter | PHOSPHO1 block | NALP1 inh | MEKK2mut PB1 HTS | GPR7 antag | MEKK3 PB1 HTS | PfM18AAP inh | MEKK2 WT-MEK5 | OXTR ag
CC(=O)Nc1ccc(SCC(=O)c2cc(C)n(C)c2C)cc1 | -5 | -2 | -4 | 6 | -8 | 104 | 6 | 100 | 0.7
C[C@H](NC(=O)C1(c2ccccc2)CCN(C(=O)[C@H]2CSCN2C(=O)OC(C)(C)C)CC1)C(=O)O | -34 | 22 | 1 | 6&-33 | -9 | 114&101 | -6 | 107&79 | 0.9
CC1(C)C(=O)NCCN1C(=O)c1ccc2nc(Cc3ccccc3F)oc2c1 | -21 | 43 | 3 | 5 | 4 | 99 | -3 | 105 | 3.9
COCCn1c(N)c(N(Cc2ccccc2)C(=O)c2ccc3ccccc3c2)c(=O)[nH]c1=O | -10 | -3 | -12 | 5 | 0 | 108 | 0 | 101 | -0.7

(further entries)
SMILES | FID counter | PHOSPHO1 block | NALP1 inh | MEKK2mut PB1 HTS | GPR7 antag | MEKK3 PB1 HTS | PfM18AAP inh | MEKK2 WT-MEK5 | OXTR ag
CN1CC(=O)N2C(c3cccc([N+](=O)[O-])c3)c3[nH]c4ccccc4c3C[C@H]2C1=O (stereo not given in full) | -10 | 45 | -2 | 7 | 4 | 107 | 6 | 109 | 2.2
Cc1nc2ccc(NC(=O)Cc3c(F)cccc3Cl)cc2s1 | -11 | 30 | . | 2 | -7 | 109 | 3 | 105 | -2.1
Cc1c(NC(=O)C(C)OC(=O)CC2Sc3ccccc3NC2=O)c(=O)n(-c2ccccc2)n1C (stereo not given) | -24 | 6 | 5 | -3 | -5 | 97 | -5 | 98 | -1.8
CCCN(C(=O)c1cn(CC)c2nc(C)ccc2c1=O)c1c(N)n(Cc2ccccc2)c(=O)[nH]c1=O | -5 | 48 | -6 | -1 | 11 | 98 | 0 | 96 | 0.2
Cc1ccc(-n2c(=O)c3sccc3n(Cc3cc(=O)n4ccccc4n3)c2=O)cc1 | -8 | -6 | 11 | -2 | -9 | 89 | -1 | 89 | -0.9
COc1cccc(-c2ccnc3[nH]n(-c4ccccc4)c(=O)c23)c1 | -8 | 25 | 8 | 3 | 5 | 104 | 3 | 108 | 0.6
CCCCOP(=O)(c1ccc(N(C)C)cc1)C(O)c1cc(OC)c(OC)c(OC)c1 (stereo not given) | -33 | 47 | . | -5 | -7 | 100 | 0 | 103 | 0.5
CC(NC(=O)COc1ccc(Br)cc1)C1CCCO1 (stereo not given) | -9 | 14 | 1 | 6 | -6 | 103 | -6 | 106 | -1.2
Cc1cc(C)cc(NC(=S)N(CCN(C)C)Cc2cccs2)c1 | 4 | -5 | 18 | 1 | -6 | 106 | 0 | 111 | 0.5
NS(=O)(=O)c1ccc(CCNc2nc(CN3CCOCC3)nc3sc4c(c23)CCC4)cc1 | -9 | 35 | 10 | 7 | -9 | 104 | 2 | 105 | -0.2
CCCCCCCCCCCC(=O)NC(Cc1ccc(OC)c([N+](=O)[O-])c1)C(=O)O (stereo not given) | 4 | 32 | -8 | -2 | -6 | 95 | -1 | 95 | -1.0
CCCCNC(=S)NNC(=O)c1ccoc1C | -4 | 46 | -13 | 4 | -8 | 105 | 29* | 108 | 0.7
CC(=O)N1CCN(S(=O)(=O)c2cccc(C(=O)Nc3nccs3)c2)CC1 | -9 | 16 | 4 | -6 | -10 | 102 | 0 | 97 | 0.1

Source: PubChem BioAssay (several laboratories)
